# Screening results from PubChem BioAssay.
# PKA-R2B activ: PKA-R2B complex activation | hit rate 0.079% among 340,000 | P22694+P31323 | PKA-R2B holoenzyme dissociation, Cy5-IP20 fluorescence polarization; R2B truncated from residue 108, S112A mutant; 0% DMSO only, 100% 113 µM cGMP | activation, % at 11.4 µM;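 active = activation above a cutoff set at the mean over all compounds plus 3 SD, cut at about 18% in these data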;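 note: higher means more holoenzyme dissociation and a rise in polarization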
# SUMO Mot1 rescue: SUMOylation pathway inhibition by Mot1-301 growth rescue | growth rescue, % at 18.8 µM | hit rate 1% among 320,000 | AID 2716 | S. cerevisiae Mot1-301 growth rescue, ATP luminescence, 38.5C; percent above DMSO median, 100 means doubled;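 active = every valid replicate shows activation above 250% relative to neutral control wells; inactive = the rest, any valid replicate at or below 250%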;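 note: OY570 slx delta 5 strain wells were the positive control but not used for scaling; some compounds called inactive have numbers as strong as hits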
# PKA-R1A activ: activators of PKA-R1A complex; P00514+P68181; PKA-R1A dissociation, Cy5-IP20 fluorescence polarization; scaled: DMSO 0%, 113 µM cGMP 100%; activation, % at 11.4 µM; hit rate 0.083% among 340,000; AID 504707;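 active = percent activation above the mean of all tested compounds plus 3 SD, cut at about 19% in these data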;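 note: higher means more PKAc released from R1A so a rise in polarization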
# MITF act: activators of MITF-driven TRPM1 promoter activity in SK-MEL-5 cells; hit rate 0.75% among 300,000; SK-MEL-5 TRPM1-promoter luciferase, 24 h; % of positive control, neutral wells = 0; activation, % at 12.5 µM;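 active = mean activation of at least 80% with every replicate also reaching 80%; inconclusive = mean reaches 80% but some replicate falls short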;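 note: 0% = neutral control wells and 100% = parthenolide positive control wells; values of inactives mirror those of a sister screen read the other way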
# SR-BI HDL uptake: mouse SR-BI HDL lipid transfer inhibition; Q61009; ldlA[mSR-BI] CHO cells, DiI-HDL uptake fluorescence, 3 h; inhibition, % at 12.5 µM; hit rate 0.96% among 320,000;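 active = mean replicate inhibition of at least 70% and a set share of replicates each scoring 70 or more; inconclusive = meets just one of the two criteria; inactive = fails both criteria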;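 note: 0% = median of neutral control wells and 100% = median of positive control wells; values of inactives mirror those of a sister screen read the other way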
# Target sequence (Q61009 whole entry, looked up): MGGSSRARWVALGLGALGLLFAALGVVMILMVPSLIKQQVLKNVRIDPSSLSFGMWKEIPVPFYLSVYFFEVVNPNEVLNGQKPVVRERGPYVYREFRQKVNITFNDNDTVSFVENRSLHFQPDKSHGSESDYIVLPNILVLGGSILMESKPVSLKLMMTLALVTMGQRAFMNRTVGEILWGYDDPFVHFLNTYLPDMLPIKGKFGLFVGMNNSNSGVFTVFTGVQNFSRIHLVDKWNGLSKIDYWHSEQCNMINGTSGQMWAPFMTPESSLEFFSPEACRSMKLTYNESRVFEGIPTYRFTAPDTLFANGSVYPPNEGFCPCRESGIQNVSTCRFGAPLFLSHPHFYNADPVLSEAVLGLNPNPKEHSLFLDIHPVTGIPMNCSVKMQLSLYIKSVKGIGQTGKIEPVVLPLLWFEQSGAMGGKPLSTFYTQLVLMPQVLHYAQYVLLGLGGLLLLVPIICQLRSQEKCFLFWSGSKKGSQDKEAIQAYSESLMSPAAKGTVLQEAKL
# dFosB act: activators of mouse delta FosB homodimer; hit rate 0.99% among 340,000; purified delta FosB, TAMRA-CDK5 oligo fluorescence polarization; percent of positive-control signal above neutral wells; activation, % at 25 µM; P13346; AID 493131;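 active = mean activation above about 17%, with every replicate also reaching it, limit read from the data, passing the limit was not always enough; inconclusive = only one of the two conditions met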;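 note: fluorescence polarization rise as delta FosB binds a TAMRA Cdk5 AP-1 oligo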
# Target sequence (P13346 whole entry, looked up): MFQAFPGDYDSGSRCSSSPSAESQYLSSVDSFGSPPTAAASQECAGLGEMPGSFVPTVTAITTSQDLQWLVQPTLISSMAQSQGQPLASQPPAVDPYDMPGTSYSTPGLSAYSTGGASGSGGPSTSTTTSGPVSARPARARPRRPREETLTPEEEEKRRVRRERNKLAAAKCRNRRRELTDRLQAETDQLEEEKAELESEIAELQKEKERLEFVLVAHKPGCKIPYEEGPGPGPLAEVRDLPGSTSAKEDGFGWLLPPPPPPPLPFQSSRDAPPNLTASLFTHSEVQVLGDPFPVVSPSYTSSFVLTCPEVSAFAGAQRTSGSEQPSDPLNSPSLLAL
# SR-BI DiI-HDL act: enhances SR-BI lipid uptake from DiI-HDL; CHO ldlA[mSR-BI] cells, DiI-HDL uptake fluorescence, 3 h; 100 = double the neutral-control signal; activation, % at 12.5 µM; hit rate 0.096% among 320,000;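 active = mean replicate activation of at least 60% and every replicate at or above 60%; inconclusive = mean or all-replicate condition met, but not both; inactive = mean below 60% and not all replicates reaching 60%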;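 note: 0% = median plate neutral-control signal and 100% = twice that signal; values of inactives mirror those of a sister screen read the other way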
#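 System: CHO ldlA[mSR-BI] cells / Medium: HEPES-buffered (25 mM, pH 7.4) F12 plus 0.5% BSA / Probe or stimulus: labelled HDL, 10 µg/mL / Doses: single compound concentration, delivered by pin transfer / Schedule: 3 h, 37 °C / Measured by: DiI fluorescence, bottom read / Measure: cell-associated DiI fluorescence as measure of HDL uptake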
# CDK5 p35 inh: inhibitors of human CDK5/p35 kinase. hit rate 0.01% among 330,000. Recombinant CDK5/p35, ADP-Glo luminescence, 60 min. AID 488839. Q00535+Q15078. inhibition, % at 10 µM;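 active = highest replicate inhibition of at least 50% and at least 75% of replicates reaching 50%; inconclusive = only one of the two criteria met; inactive = both criteria failed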;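 note: plate controls were DMSO neutral control for no effect and GW8510 at 10 µM for full effect; many of its hits are not listed in these tables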
# NSD2 HMT inh: NSD2 (human) methyltransferase inhibition; inhibition, % at 12.5 µM; AID 743445; NSD2 peptide methylation, AlphaScreen, 120 min; hit rate 0.54% among 310,000; in the data active = inhibition above about 50%
# DSG3 Ab inh: blocks pemphigus antibody binding to human desmoglein-3; P32926; binding (percent of control), % at 10 µM; DSG3-coupled beads, scFv-anti-DSG3-GFP binding, flow cytometry; stronger effect = lower value; hit rate 0.48% among 310,000;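 active = binding more than 3 SD below its plate's average and above zero; inconclusive = below that plate limit but binding exactly zero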; note: some compounds called inactive have numbers as strong as hits
# Arrestin-AP2 inh: blocks beta-arrestin peptide binding to AP2 adaptin. FITC-arrestin peptide / GST-AP2 beads, flow cytometry; AP2 beta2 appendage carries R879A mutation. inhibition, % at 10 µM. hit rate 0.31% among 340,000. AID 504490;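 active = inhibition above a set limit, near 3 SD of compounds lacking own fluorescence, cut at about 54% in these data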;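 note: plate controls were DMSO wells for no effect and 5 µM unlabelled arrestin peptide for full effect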
#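 Test system: GST-tagged AP2 beta2-adaptin appendage (R879A) on 4 µm glutathione beads; also added: fluorescein-tagged arrestin peptide at 50 nM final; timing: 12 min plus 1 h, RT; signal: flow cytometry, FL1 (488/535 nm); read-out: percent drop in bead-associated FITC signal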
# An asterisk follows results filed as active; u = inconclusive; x = not tested or not shown.
PKA-R2B activ	SUMO Mot1 rescue	PKA-R1A activ	MITF act	SR-BI HDL uptake	dFosB act	SR-BI DiI-HDL act	CDK5 p35 inh	NSD2 HMT inh	DSG3 Ab inh	Arrestin-AP2 inh	mol
0	3	-7	x	25	-2	-25	-0.4	-2	103	0	Cc1ccc2nc(-c3ccccc3Cl)cc(C(=O)Nc3cc(C)on3)c2c1
-10	x	2	0	1	-8	-1	-3.1	2	x	3	O=C1COc2ccc(S(=O)(=O)Nc3ccc(OC(F)(F)F)cc3)cc2N1
-8	-14	5	5	-17	-3	17	-0.1	-3	85	5	O=C(N/N=C1/CC2C=CCC12)c1ccc(Br)o1 (configuration not stated)
-1	1	-1	8	4	3	-4	-1.5	-2	x	-1	COc1ccc(CCNC(=O)CCNC(=O)c2ccco2)cc1
-1	x	13	26	-150	-7	u	0.7	-3	106	5	O=C(/C=C\NCC(=O)c1ccccc1)c1ccccc1
2	-24	-1	72	35	6	-35	-1.2	-2	119	4	CCOC(=O)C1=C(CSc2nc(-c3ccccc3)ccc2C#N)OC(N)=C(C#N)C1c1ccc(OC)cc1 (configuration not stated)
15	3	-7	15	-21	-9	21	0.2	1	105	11	CCc1cccc2c(C(=O)C(NCCCOC)c3ccccc3)c[nH]c12 (configuration not stated)
-5	-4	-4	11	9	0	-9	0.1	-1	103	23	CCN(CC(=O)Nc1ccc2c(c1)OCCO2)C(=O)c1ccc(S(=O)(=O)N(C)C)cc1
-5	3	-7	7	-6	-5	6	-0.8	8	97	-3	CCN(CCCNC(=O)C1CCN(S(=O)(=O)c2cccc3nonc23)CC1)Cc1ccccc1
12	-1	6	9	-8	-15	8	2.0	-1	102	1	CC(=O)c1ccc(N2CCN(C(=O)c3ccc(-c4ccccc4)cc3)CC2)cc1
1	-7	-4	0	0	-1	15	-1.9	x	x	-2	OC(CCN1CCCCC1)(c1ccccc1)C1CCCCC1 (configuration not stated)
-6	-4	2	12	-9	-8	9	0.2	9	97	-2	CCN1CCN(Cc2ccc(OC)c(OCc3ccccc3)c2)CC1
6	7	6	10	-32	4	32	0.5	-2	105	-2	O=C(NCC(=O)N(CC1CCCO1)C(C(=O)NC1CCCCC1)c1ccccc1)c1ccco1 (configuration not stated)
8	3	12	x	1	15	-1	0.8	0	103	-10	O=C(Nc1nnc(Cc2ccccc2)s1)c1ccccc1
-5	-3	9	0	34	-11	-34	-0.8	-6	98	0	Cc1nc(COc2cc3oc(=O)cc(C)c3cc2Cl)cs1
13	4	-14	42	-19	-1	19	2.7	-2	x	18	O=C(COC(=O)c1ccccn1)Nc1nc(-c2ccccc2)cs1
7	-8	-3	4	2	4	-2	-0.7	-1	104	8	COc1ccc(NC(=O)N2CCC(O)(c3cccnc3)CC2)c(OC)c1
6	4	-9	11	-5	-4	5	-1.2	2	88	-1	N#CCCC(CCC#N)C1=NCCc2ccccc21
-8	-4	-7	-5	11	0	-11	-0.7	1	90	-7	Cc1ccc(C)c(NS(=O)(=O)c2ccc3[nH]c(=O)[nH]c3c2)c1
5	48	1	x	-30	4	30	0.1	-5	98	-8	O=S(=O)(c1ccc(Cl)cc1)n1ccc2cccnc21
-2	9	-9	x	-4	-7	4	-0.4	1	94	-4	O=C(O)CCC(=O)N(Cc1cccs1)Cc1cccs1
5	x	-5	-10	-21	-3	21	-1.3	-1	85	4	CCOC(=O)/C(C)=C1\NC(C)(C)Cc2ccccc21
2	x	9	-1	-9	7	9	-6.5	38	101	-18	Cc1cc(N)n(-c2ccc(Oc3ccccc3)c(S(=O)(=O)O)c2)n1
-12	x	8	-12	-43	-10	43	-0.8	1	123	5	Cc1ccc(C(=O)N2CCN(C)CC2)cc1S(=O)(=O)N1CCCCC1
13	11	9	1	34	-18	-34	0.0	27	104	10	Cc1ccc(-n2cccc2/C=C2\C(=N)N3N=C(C(C)C)SC3=NC2=O)cc1
4	-14	-5	-6	-4	-10	4	-0.2	x	91*	-7	Cc1cc(C)cc(N(CC(=O)NC2CCC(C)CC2)S(=O)(=O)c2c(C)noc2C)c1 (configuration not stated)
5	4	-15	63	32	-3	-32	-0.5	x	93	-2	O=C(Nc1ccccc1)c1ccc(F)cc1F
-2	9	-12	14	37	-10	-37	0.3	-2	x	25	O=C(CCCn1c(=O)c2cccn2c2cccnc21)NCc1cccc(Br)c1
2	0	10	5	12	-6	-12	-0.8	-1	105	43	O=C(NCC(=O)N1CCN(Cc2ccccc2)CC1)c1ccc(Cl)cc1
5	10	-2	-4	-11	10	11	-1.0	x	100	-10	CC(C)c1noc2ncc(C(=O)c3cc(Cl)cc(Cl)c3O)cc12
3	32	-6	-8	x	-16	x	1.2	0	84	-1	O=C(CCCN1C(=O)/C(=C/c2cccs2)SC1=S)NNC(=O)c1cccnc1
3	13	-3	-4	-3	-5	3	2.2	-1	92	10	O=C(Nc1ccncc1)c1cccs1
-9	-4	4	-6	-36	4	36	-1.1	-1	100	-3	CCCC1=[N+](CC)CCn2c(C)ccc21
5	10	-2	-24	-4	-6	4	-0.2	x	98	10	Cc1nn(-c2ccccc2)c2c1C(c1cccs1)C(C#N)=C(N)O2 (configuration not stated)
1	8	-2	-10	-16	-4	16	3.2	-1	101	8	Cc1ccc(C(=O)NN2CCOCC2)cc1
5	5	0	0	-2	-13	2	0.0	-4	101	0	COc1ccc(NS(=O)(=O)c2ccc3c(c2)n(C)c(=O)n3C)cc1
-5	5	-1	2	-32	-18	32	-0.1	-1	x	4	NC(=O)c1cc2ccccc2o/c1=N\NC(=O)c1ccco1
-4	-12	-5	15	-12	8	12	1.1	-1	109	1	COc1ccc(N(CC(=O)N/N=C/c2ccc3c(c2)OCO3)S(=O)(=O)c2ccc(NC(C)=O)cc2)cc1
-4	-6	-5	12	18	-10	-18	0.2	x	96	x	COc1ccc(C)cc1C1=CC(=O)C[C@H](c2ccc(F)cc2)C1
-2	1	-11	2	-1	-4	x	-1.0	-2	105	13	O=C(NC(=S)NCc1ccco1)c1ccccc1[N+](=O)[O-]
-4	27	6	10	-23	-8	23	-1.8	-3	93	-5	O=C(O)C(Oc1ccc2c3c(c(=O)oc2c1)CCC3)c1ccccc1 (configuration not stated)
-2	16	-3	7	-23	6	23	-1.0	-1	100	-9	O=c1cc(N2CCCC2)[nH]c(=O)n1-c1ccc(Cl)cc1
1	1	11	-3	12	-7	-12	-0.1	-2	110	35	Cc1ccc(CSCCNC(=O)CN(c2cc(C)ccc2C)S(C)(=O)=O)cc1
-10	27	3	-49	106*	1	-106	0.3	-2	80	0	O=C(N/N=C/c1cc(Br)ccc1O)c1cccc(N2CCCC2=O)c1
8	-14	2	x	10	4	-10	0.1	1	x	-5	C=CCN=C(NC#N)SCC(=O)NC(C)(C)C
7	148	3	-17	8	7	-8	-0.3	-4	105	29	CCOc1ccc(C(=O)CCN2CCOCC2)cc1
6	-16	-9	-1	x	-2	x	-3.4	-1	121	-8	COc1ccccc1CNC(=O)[C@@H]1CCCN1S(=O)(=O)c1ccccc1F
-5	x	-2	0	0	-12	0	-2.6	0	78	4	COc1ccc(NC(=O)CN(C)C(=O)C2CC(=O)N(c3cccc4ccccc34)C2)cc1 (configuration not stated)
-1	15	4	8	29	1	-29	-0.8	3	103	-4	CCOC(=O)c1ccccc1NC(=O)C(C)Oc1ccccc1 (configuration not stated)
-7	-20	5	x	30	-23	-30	-0.3	-5	x	3	COc1ccc(-c2cc(C(F)(F)F)nc(-n3cc(Cl)cn3)n2)cc1
3	7	1	0	-24	-6	24	0.1	2	x	-9	CC(C)c1c(O)nc(SCc2ccccc2)[nH]c1=O
3	-16	7	4	-9	1	9	-1.1	-1	104	4	Cc1ccc(S(=O)(=O)N(C)CC(=O)N2CCCCCC2)cc1
2	-12	5	1	-1	-10	1	0.4	1	101	13	COc1ccc(NC(=O)COC(=O)c2ccc(OC)c(S(=O)(=O)N3CCCC3)c2)cc1OC
-2	-17	3	-5	-1	5	1	1.1	2	92	32	CCc1ccccc1NS(=O)(=O)c1cccc2nsnc12
-8	-5	-5	x	15	5	-15	0.8	2	123	2	CCOC1C(=O)NC(=O)N1Cc1ccccc1 (configuration not stated)
1	140	-2	5	-8	-4	x	0.2	-6	111	3	Cc1ccc(C(=O)NC2CCCC2)cc1S(=O)(=O)N1CCCCC1
6	0	-4	-4	5	-10	-5	1.1	1	103	-2	Cc1ccc(C(=O)N2CCN(c3ccccc3)CC2)cc1NC(=O)c1ccco1
-9	x	-1	10	6	-3	-6	0.8	6	91	-3	COc1ccc2c(CC(=O)Nc3nc(C)cs3)coc2c1
-4	-8	-1	6	-16	-4	16	1.2	-3	x	-17	COc1ccc(CCNC(=O)COc2ccc3c(C)cc(=O)oc3c2)cc1
-11	3	-11	3	-8	2	8	0.7	3	99	-3	O=C(O)COc1ccccc1/C=N/NC(=O)CNC(=O)c1ccco1

# (cont.)
PKA-R2B activ	SUMO Mot1 rescue	PKA-R1A activ	MITF act	SR-BI HDL uptake	dFosB act	SR-BI DiI-HDL act	CDK5 p35 inh	NSD2 HMT inh	DSG3 Ab inh	Arrestin-AP2 inh	mol
-12	7	7	0	7	-2	-7	-2.7	2	104	-5	C[N+]1(CCC(=O)c2ccccc2)CCCCC1
-9	15	-5	3	-29	-11	29	-0.5	-1	82	4	COc1cc(C(C(=O)Nc2c(C)cccc2C)N(C)C(=O)c2ccc(-n3cnnn3)cc2)ccc1O (configuration not stated)
-6	-2	5	-8	12	-7	-12	-1.0	1	79	-4	O=C(NCC1CCCO1)C(c1ccncc1)N(Cc1cccs1)C(=O)Cn1nnc(-c2ccc(F)cc2)n1 (configuration not stated)
4	18	2	-7	-10	-4	10	1.3	-9	x	1	CCOP(=O)(OCC)/C(=N/OC(=O)c1ccc(OC)cc1)C(N)=O

# This is a random part of the collection (roughly 4.7% active in at least one column).
